Diaph inh CS – counter-screen for diaphorase-based assays: diaphorase inhibitors and chemical oxidizers; diaphorase resazurin-to-resorufin fluorescence, NADH, 16 min; bacterial (C. kluyveri) enzyme, not human; inhibition, % at 20 µM; 0.69% of 190,000 active; AID 1217;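 active = primary screen inhibition at 20 µM above a set limit, cut at about 50% in these data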;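 also: plate controls were DMSO with full reaction for no effect and wells lacking NADH for full effect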
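Assay system – diaphorase enzyme from Clostridium kluyveri · Amount – diaphorase 0.14 U/mL (working solution) · Times – reaction incubation of 16 min at room temperature · Controls – No-NADH positive control and DMSO neutral control · Signal – resorufin fluorescence 544/590 nm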
G6PDH CS – L. mesenteroides G6PDH inhibition counter-screen | Purified L. mesenteroides G6PDH, diaphorase/resazurin coupled fluorescence, 45 min | inhibition, % at 5 µM | 0.12% of 200,000 active; in the data active = inhibition above about 50%
FLuc stim CS – firefly luciferase counter-screen for stimulation assays | ATPlite luciferase biochemical, luminescence, 10 min; 0 = ATP-free wells, 1 = DMSO control | activation factor at 10 µM | 200,000 tested, under 10 active | AID 1027;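 active = luciferase activation factor, scaled between plate controls, of at least 2 with compound at 10 µM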
Target sequence (P08659 whole entry, looked up): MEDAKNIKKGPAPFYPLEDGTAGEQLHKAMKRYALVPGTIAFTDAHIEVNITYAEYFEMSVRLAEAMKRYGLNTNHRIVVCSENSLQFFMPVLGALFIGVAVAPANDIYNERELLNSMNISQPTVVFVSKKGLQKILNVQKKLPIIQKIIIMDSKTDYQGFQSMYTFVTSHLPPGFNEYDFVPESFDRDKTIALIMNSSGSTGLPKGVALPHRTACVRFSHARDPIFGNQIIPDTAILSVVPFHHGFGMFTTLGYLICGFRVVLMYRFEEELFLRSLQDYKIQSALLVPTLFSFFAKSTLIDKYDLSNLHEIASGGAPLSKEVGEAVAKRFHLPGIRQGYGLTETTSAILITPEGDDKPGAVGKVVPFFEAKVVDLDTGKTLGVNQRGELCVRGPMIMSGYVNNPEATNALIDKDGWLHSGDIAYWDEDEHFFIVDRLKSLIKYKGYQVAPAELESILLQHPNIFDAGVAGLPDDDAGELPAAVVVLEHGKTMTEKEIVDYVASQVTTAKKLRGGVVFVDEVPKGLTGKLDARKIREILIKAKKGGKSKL
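System: luciferase plus luciferin reagent, cell-free; medium: PBS as buffer for the ATP substrate; dosing: test compounds dosed from 2 mM stocks in 100% DMSO; timing: 10 min post-reagent at room temperature; measured by: luminescence measurement of luciferase light output; evaluation: luciferase activation, seen as luminescence increase over controls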
STAT1 act – increases IFN-gamma driven STAT1 reporter signal | NIH 3T3 STAT1-luciferase reporter, luminescence; 100% = IFN-gamma alone, no compound | activation (% of control), % at 5.5 µM | 2.6% of 200,000 active | AID 932;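 active = activation above the screen-wide mean activation plus 3 SD, cut at about 130% in these data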;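 also: raw ratio to IFN-gamma control signal so 100% means no change and 0% no light; values of inactives mirror those of a sister screen read the other way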
FLuc inh counter – inhibits firefly luciferase, flagging false hits in luciferase inhibition screens. P08659. ATPLite firefly luciferase biochemical luminescence, 10 min. inhibition, % at 10 µM. 1.5% of 200,000 active. AID 1006;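 active = inhibition above about 50% when tested at 10 µM, limit read from the data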
APP 5'UTR act – activates APP 5'UTR luciferase reporter; SH-SY5Y APP 5'UTR luciferase reporter, luminescence; zero percent = DMSO vehicle wells; activation, % at 2 µM; 1% of 190,000 active;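 active = activation above a set limit, based on mean plus 3 SD of controls, cut at about 140% in these data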; also: values of inactives mirror those of a sister screen read the other way
NF-kB neuron act – NF-kB expression increase, human neuronal cells; fold change at 12.5 µM; 1.6% of 190,000 active; NF-kB reporter expression; active compounds read high; AID 1239; in the data active = fold change above about 3.3
APP 5UTR inh – APP translation inhibition | 0.82% of 190,000 active | inhibition, % at 2 µM | AID 1285 | SH-SY5Y APP 5'UTR-luciferase reporter, luminescence;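 active = inhibition above a set limit, derived from the sample mean plus 3 SD, cut at about 45% in these data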; also: values of inactives mirror those of a sister screen read the other way
Diaph act CS – activates diaphorase or chemically reduces, flagging diaphorase assay artifacts. Diaphorase/resazurin coupled assay, resorufin fluorescence, 16 min; active compounds read high; 1 = vehicle wells, 0 = NADH-free wells. activation factor at 20 µM. 0.005% of 190,000 active. AID 1229;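 active = diaphorase activity raised at least twofold by the compound at 20 µM; inactive = activation factor below 2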
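Assay system: bacterial diaphorase enzyme (C. kluyveri) / Input: enzyme 0.07 U/mL final / Medium: 50 mM HEPES pH 7.4 with 4.542 mM MgCl2, 0.005% Tween 20 / Doses: single compound dose of 20 µM, 1% DMSO final / Incubation: 16 min enzyme reaction, ambient temperature / Signal: fluorescence, excitation 544 nm and emission 590 nm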
TLR4-MyD88 BLA – TLR4-MyD88 interaction inhibition in cells; AID 861; HeLa CL3-4 TLR4/MyD88 BLA complementation, FRET ratio; 0.18% of 200,000 active; inhibition, % at 8.4 µM; in the data active = inhibition above about 25%;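 also: 0% = vehicle and 100% = reference inhibitor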
Starred values were filed as active, the others as inactive; · = not tested or not shown.

Results follow in this order: Diaph inh CS	G6PDH CS	FLuc stim CS	STAT1 act	FLuc inh counter	APP 5'UTR act	NF-kB neuron act	APP 5UTR inh	Diaph act CS	TLR4-MyD88 BLA
1	CCOc1ccccc1NC(=O)CSc1nccn1-c1ccccc1
→ 13	-6	1	103	-2	5	0.82	-5	0.9	1
2	NC(=O)C1CCCN(C(=O)c2ccc(Cl)cc2)C1 (centres undefined)
→ 13	13	1	91	-3	13	0.99	-13	0.9	1
3	Cn1c(-c2cccc([N+](=O)[O-])c2)cnc1NCc1cccc([N+](=O)[O-])c1
→ 24	20	1	108	0	-15	0.68	15	0.8	5
4	O=C(Nc1ccccc1C(F)(F)F)c1cc(-c2ccc(O)cc2)on1
→ 17	-3	0.9	119	11	60	2.7	-60	0.8	-6
5	COCCCNC(=O)C1CCCN(S(C)(=O)=O)C1 (centres undefined)
→ -5	4	1	102	-1	-17	0.99	17	1.1	2
6	Nn1c(Cc2cccc3ccccc23)nnc1SC1CCOC1=O (centres undefined)
→ 6	-2	1	100	-2	-6	0.92	6	0.9	-5
7	CCCC(=O)Nc1sc(C)c(-c2ccc(C(C)CC)cc2)c1C#N (centres undefined)
→ 4	15	1	87	3	-4	1.3	4	1	-9
8	COc1ccc(-n2c(=O)c3c4c(sc3n3c(=S)[nH]nc23)CCCC4)cc1
→ 33	11	1	101	-3	4	0.95	-4	0.7	-4
9	CCOC(=O)c1cccc(Nc2nc(C)cc(C)n2)c1
→ 4	-10	0.9	104	12	-1	1.5	1	1	-7
10	Cc1ccc(SC(CC(=O)c2ccc(C(C)(C)C)cc2)C(=O)O)cc1 (centres undefined)
→ 12	10	1	101	-2	0	0.67	0	0.9	1
11	CCOC(=O)C1=C(c2ccccc2)N=c2s/c(=C\c3cc(OC)c(OC)c(OC)c3)c(=O)n2C1c1cccs1 (centres undefined)
→ 0	2	1	104	0	0	1.2	0	1	24
12	Cc1cc2ccccn2c1C(=O)c1ccc(Cl)cc1
→ -7	3	1	106	-1	-12	1.5	12	1.1	6
13	Clc1ccc(OCCSCc2nc3ccccc3[nH]2)cc1
→ 9	18	1	93	-2	3	0.74	-3	0.9	-1
14	O=C(NCc1ccccn1)c1cnc2sccn2c1=O
→ 14	-5	1.1	97	-6	4	1.1	-4	0.9	-6
15	Cc1cc(OCC(=O)NCCCN(C)C)cc(C)c1Br
→ -12	5	1	99	-4	7	0.78	-7	1.1	-7
16	NC(=O)CSC1=Nc2ccccc2C2=NC(c3ccccc3)C(=O)N12 (centres undefined)
→ 11	2	1.1	97	-6	19	0.99	-19	0.9	0
17	Cc1ccc(CSc2ccc(C(=O)N3CCOCC3)cc2[N+](=O)[O-])cc1
→ 13	3	1.1	96	-6	-2	1.1	2	0.9	-9
18	CCOCCn1c(CN2CCOCC2)nc2c1c(=O)[nH]c(=O)n2C
→ 9	-1	1.1	101	-6	11	1.1	-11	0.9	1
19	O=C(c1ccco1)N1CCN=C1SCc1c(F)cccc1Cl
→ 18	3	1	101	-3	-13	0.98	13	0.8	3
20	O=C(COc1ccc(Cl)cc1)NNC(=O)c1ccccn1
→ 18	7	1	96	-4	-9	0.63	9	0.8	-4
21	O=C(c1cccnc1)N1CCC(Oc2ccc(C(=O)N3CCCC(O)C3)cc2)CC1 (centres undefined)
→ 4	18	1.1	102	-10	-27	1.2	28	1	1
22	COc1ccc(/C=N/n2c(=O)[nH]c3c([nH]c4ccc(C)cc43)c2=O)cc1CN1CCOCC1
→ 32	-25	1.1	94	-7	-14	1.1	14	0.7	-4
23	CCc1nc2c(c(=O)c3ccccc3n2C)c(=O)n1C1CCCCCC1
→ 16	0	1	96	2	-4	0.84	4	0.8	4
24	O=C1NC2(CCCCC2)C(=O)N1/N=C/c1ccc(O)cc1O
→ -2	-1	0.8	101	23	23	1.2	-23	1	17
25	COc1cc(NC(=O)c2cc(Br)cc(C)c2OC)ccc1NC(=O)C(C)C
→ 10	11	1.1	102	-13	-15	1.2	14	0.9	-12
26	CCCN(CC(=O)Nc1cccc(Br)c1)CC(=O)Nc1ccc(F)c(F)c1F
→ 26	4	1	104	1	18	1.1	-18	0.7	-14
27	COc1ccc(Cl)cc1NC(=O)CN(C1CCCCC1)S(C)(=O)=O
→ 13	-6	1	89	0	-23	0.8	23	0.9	9
28	O=C(CSc1ncccn1)NCc1ccc(F)cc1
→ 15	9	1	109	-1	3	1.3	-3	0.9	-3
29	CCCCCSc1nnc(-c2cc(Br)ccc2N)c(=O)[nH]1
→ 35	3	1	102	-4	-12	0.98	12	0.6	0
30	Cc1cc(C)cc(C(=O)OCC(=O)NCc2cccs2)c1
→ 0	6	1	102	1	1	0.94	-1	1	3
31	Cc1c(NC(=O)CN2C(=O)C(=O)c3ccccc32)c(=O)n(-c2ccccc2)n1C
→ 16	15	1.1	108	-7	-5	1.2	5	0.8	-6
32	O=C1CN(C(=O)c2cc(Br)c(Br)s2)c2ccccc2N1
→ 8	15	1.1	98	-8	-12	0.81	12	0.9	0
33	COC(=O)C1=C(C)N(c2ccccc2)C(=S)NC1c1ccccc1C(F)(F)F (centres undefined)
→ 17	-4	1	104	-2	0	1.1	0	0.8	-6
34	COc1cc(C(=O)N2c3ccccc3CC2C)cc(OC)c1OC (centres undefined)
→ 6	12	1	95	-2	7	1.2	-7	0.9	5
35	O=C1/C(=C/c2cccs2)Sc2ccccc21
→ 14	-10	0.3	98	68*	32	1.6	-32	0.9	-1
36	O=C(O)CC(NC(=O)C12CC3CC(CC(C3)C1)C2)c1ccc(OC2CCCC2)cc1 (centres undefined)
→ 2	3	1	102	0	14	1	-14	1	-4
37	Cc1cccc(OCc2nnc(SCC(=O)N(C(C)C)C(C)C)n2Cc2ccco2)c1C
→ 14	6	1	106	-2	4	0.63	-4	0.9	-1
38	O=C(NCc1n[nH]c(=S)n1-c1ccccc1)c1ccco1
→ 11	6	1	99	1	-3	1.1	3	0.9	-2
39	Cc1ccc(S(=O)(=O)N2CCN(C(=O)c3ccccc3)C2)cc1[N+](=O)[O-]
→ 7	6	1	100	-4	7	0.98	-7	0.9	2
40	Nc1ccccc1-c1nc2ccccc2s1
→ 20	8	0.9	144*	15	119	2.4	-119	0.8	-20

From compound 38 to 40, copied from above:
Results follow in this order: Diaph inh CS	G6PDH CS	FLuc stim CS	STAT1 act	FLuc inh counter	APP 5'UTR act	NF-kB neuron act	APP 5UTR inh	Diaph act CS	TLR4-MyD88 BLA
38	O=C(NCc1n[nH]c(=S)n1-c1ccccc1)c1ccco1
→ 11	6	1	99	1	-3	1.1	3	0.9	-2
39	Cc1ccc(S(=O)(=O)N2CCN(C(=O)c3ccccc3)C2)cc1[N+](=O)[O-]
→ 7	6	1	100	-4	7	0.98	-7	0.9	2
40	Nc1ccccc1-c1nc2ccccc2s1
→ 20	8	0.9	144*	15	119	2.4	-119	0.8	-20

Next part
Results follow in this order: Diaph inh CS	G6PDH CS	FLuc stim CS	STAT1 act	FLuc inh counter	APP 5'UTR act	NF-kB neuron act	APP 5UTR inh	Diaph act CS	TLR4-MyD88 BLA
41	O=C(Nc1nnc(COc2ccc(Cl)cc2)s1)C1CCCO1 (centres undefined)
→ 8	-14	1.1	100	-6	-4	1.1	4	0.9	22
42	COc1ccc(N(CC(=O)NCCC2=CCCCC2)S(=O)(=O)c2ccc(C)cc2)cc1
→ 2	12	1	110	-3	-6	1.3	6	1	9
43	CCOC(=O)C(C#N)c1ccccn1 (centres undefined)
→ 7	-5	1	108	-3	7	1.5	-7	0.9	2
44	Cc1ncc([N+](=O)[O-])n1Cc1ccc(Br)cc1
→ 6	1	1.1	106	-7	14	1.3	-14	0.9	-13
45	OC(COc1ccc2ccccc2c1)CN1CCOCC1 (centres undefined)
→ 18	3	1.1	114	-6	13	1.6	-13	0.8	1
46	COC(=O)c1ccc(NC(=O)NCCCl)cc1
→ 7	3	0.9	95	6	-10	1.3	10	0.9	5
47	CC1(C)OC2OC(COC(=O)c3ccc([N+](=O)[O-])cc3)C3OC(C)(C)OC3C2O1 (centres undefined)
→ 9	-8	1	100	-4	-21	1.2	21	0.9	-1
48	CCOC(=O)Cc1nnc2c(Nc3ccc(Cl)cc3)nc3nonc3n12
→ 16	-6	1	86	-2	-25	0.46	26	0.8	10
49	COc1ccc(Nc2oc(COc3ccc(Cl)cc3)nc2C#N)cc1
→ 26	0	1.1	98	-7	4	0.84	-4	0.7	-14
50	CC(=O)Cc1ccccc1OCC(=O)O
→ -5	-1	1	100	-2	2	1.3	-2	1	2
51	Cc1ccc(OCc2nnc(SCC(=O)Nc3cccc4ccccc34)n2-c2ccccc2)cc1
→ 20	12	1	110	1	-20	1	20	0.8	16
52	COc1ccccc1/C=c1\sc2nc(-c3cccs3)nn2c1=O
→ ·	·	·	101	·	11	·	-11	·	-4
53	Cc1ccccc1Cn1ccc(NC(=O)c2cnn3cccnc23)n1
→ 10	-2	1.1	109	-6	13	0.92	-13	0.9	-7
54	CC(=Nc1ccccc1)C1=C(O)CC(C)(C)CC1=O
→ -2	-5	1	102	-1	0	1.1	0	1	0
55	CC(C)(C)NC(=O)C(=O)N/N=C/c1ccc(F)cc1
→ -14	2	1	114	1	-13	1.3	13	1.1	-10
56	COC(=O)C1=NNC2C(=O)N(C3CCCCC3)C(=O)C12 (centres undefined)
→ ·	7	1.1	94	-7	17	1.1	-17	·	2

Source: PubChem (several laboratories)
